MBD2 DNA inh = MBD2-methylated oligo binding inhibition; Q9UBB5; TR-FRET, MBD2 binding to methylated oligonucleotide; inhibition, % at 4.4 µM; actives 0.31% (n = 370,000); AID 686964; in the data active = inhibition above about 13%
proKLK7 act = proKLK7 (human) activation, primary screen; P49862; activation, % at 7 µM; purified proKLK7, EDANS-DABCYL substrate fluorescence; 100% is mature enzyme control, 0% vehicle; AID 652039; actives 0.9% (n = 370,000);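 active = activation above the mean of all tested compounds plus 3 SD, computed per campaign excluding outliers beyond control limits, cut at about 13% in these data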
Target sequence (P49862 whole entry, looked up): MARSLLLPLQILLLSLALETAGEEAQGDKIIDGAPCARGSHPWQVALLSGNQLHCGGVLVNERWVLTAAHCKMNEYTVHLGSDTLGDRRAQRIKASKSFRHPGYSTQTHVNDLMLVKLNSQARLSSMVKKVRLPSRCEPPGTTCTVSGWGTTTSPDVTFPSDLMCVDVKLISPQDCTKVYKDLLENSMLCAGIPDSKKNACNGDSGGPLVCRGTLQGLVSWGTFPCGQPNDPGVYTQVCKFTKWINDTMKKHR
UHRF1 MBD2 ctr = human UHRF1 methylated DNA binding inhibitors; inhibition, % at 4.4 µM; AID 687016; UHRF1 binding to methylated oligo, TR-FRET; actives 0.75% (n = 370,000); in the data active = inhibition above about 21%;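 note: UHRF1 SRA domain binding a hemimethylated CpG hairpin DNA probe; 0% = median of test compound wells and 100% = reference inhibitor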
PRMT1 inh = blocks human protein arginine methyltransferase 1; Q99873; recombinant PRMT1, activity-based probe fluorescence polarization; inhibition, % at 2.79 µM; actives 1.3% (n = 370,000);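 active = inhibition above about 21% made by adding two undisclosed values, limit read from the data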
Target sequence (Q99873 whole entry, looked up): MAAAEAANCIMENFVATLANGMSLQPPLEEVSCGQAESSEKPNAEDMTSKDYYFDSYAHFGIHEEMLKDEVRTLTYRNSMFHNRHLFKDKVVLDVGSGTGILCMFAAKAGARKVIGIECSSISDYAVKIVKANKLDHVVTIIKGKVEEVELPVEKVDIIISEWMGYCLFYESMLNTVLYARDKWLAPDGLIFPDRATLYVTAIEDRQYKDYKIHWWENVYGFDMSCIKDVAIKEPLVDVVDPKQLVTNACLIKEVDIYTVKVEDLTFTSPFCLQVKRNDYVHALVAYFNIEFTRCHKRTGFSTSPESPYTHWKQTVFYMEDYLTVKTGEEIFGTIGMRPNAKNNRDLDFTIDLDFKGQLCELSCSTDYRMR
LEDGF integ inh = blocks HIV-1 LEDGF/p75-dependent DNA integration; inhibition, % at 3.7 µM; AID 743269; actives 0.64% (n = 370,000); TR-FRET IN-LEDGF/p75 DNA integration, Eu/Cy5;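 active = inhibition above the screen-wide mean plus 3 SD, cut at about 13% in these data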;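 note: signal is the Cy5 over europium emission ratio at 671 and 618 nm; 0% = plate median of compound wells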
TCR-CD3 inh = blocks the human TCR-CD3 interaction; inhibition, % at 9.4 µM; actives 0.37% (n = 360,000); TAMRA-labeled TCR probe fluorescence, biochemical; in the data active = inhibition above about 19%;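 note: recombinant mutant TCR 2C K166C tagged with TAMRA read by polarization; 0% = receptor in buffer alone and 100% = receptor with positive control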
SIAE primary = blocks human sialic acid acetylesterase; Q9HAT2; SIAE FP-Rh probe binding, fluorescence polarization; inhibition, % at 9.66 µM; actives 0.69% (n = 370,000);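 active = inhibition above a cutoff: mean of compounds within the control limits plus 3 SD of those, cut at about 17% in these data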;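 note: 0% = plate median of compound wells and 100% = probe without SIAE protein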
TDP2 inh = blocks human TDP2 phosphodiesterase activity; O95551; recombinant TDP2, T5PNP hydrolysis, p-nitrophenol absorbance 415 nm; inhibition, % at 12.8 µM; actives 0.34% (n = 370,000);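 active = inhibition above the mean of all tested compounds plus 3 SD, set per campaign, cut at about 25% in these data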;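 note: 0% = DMSO with enzyme and 100% = buffer with substrate but no TDP2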
Target sequence (O95551 whole entry, looked up): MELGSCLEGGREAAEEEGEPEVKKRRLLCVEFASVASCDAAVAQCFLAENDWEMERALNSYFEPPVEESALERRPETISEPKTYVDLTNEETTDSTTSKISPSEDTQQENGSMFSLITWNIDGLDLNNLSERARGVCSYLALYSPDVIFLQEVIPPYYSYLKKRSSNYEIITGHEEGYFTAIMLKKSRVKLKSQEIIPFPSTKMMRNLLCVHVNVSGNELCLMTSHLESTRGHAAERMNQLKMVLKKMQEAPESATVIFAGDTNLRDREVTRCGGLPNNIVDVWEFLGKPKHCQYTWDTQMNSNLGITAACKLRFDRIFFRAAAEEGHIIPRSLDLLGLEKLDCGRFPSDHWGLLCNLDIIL
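Material: recombinant human TDP2; quantity: TDP2 enzyme at 120 nM final; medium: Tris-HCl pH 7.5 with MgCl2; compound: single concentration, 12.8 µM nominal, with 1% DMSO; incubation: 2 h enzyme incubation at 37 °C; signal: epi absorbance; measure: percent inhibition; benchmarks: high control without enzyme, low control DMSO plus TDP2; repeats: singlicate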
DDE Tn7 FP inh = DD(E)-Tn7 binding inhibition, primary FP screen; FP displacement of FITC-Tn7 peptide from fibrin DD(E); 0% = median of compound wells per plate; P02675; inhibition, % at 8.3 µM; actives 0.13% (n = 370,000); AID 720508;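 active = inhibition above the mean of compounds falling within the control limits plus 3 SD of them, cut at about 14% in these data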;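 note: 0% = plate median of compound wells and 100% = 10 µM Aha-Tn7 peptide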
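Also added: labelled Tn7 tracer, 0.1 µM; Assay system: human fibrin DD(E) protein; Amount: 2 µM fibrin DD(E); Schedule: 10 min compound pre-incubation, 3 h probe incubation at room temperature; Repeats: one replicate per compound; Read-out basis: percent inhibition; Measured by: fluorescence polarization of the labelled Tn7 tracer.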
Tn6 DDE FP = DD(E)-Tn6 binding inhibition, primary FP screen. P02675. actives 0.21% (n = 370,000). inhibition, % at 8.3 µM. Fibrin DD(E) TRITC-Tn6 fluorescence polarization displacement;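 active = inhibition above a per-campaign cutoff: mean of compounds within control limits plus 3 SD, cut at about 15% in these data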;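 note: 0% = median of all compound wells on the plate and 100% = blocking peptide control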
* hit, by the source's call; · = no result given.

SMILES	MBD2 DNA inh	proKLK7 act	UHRF1 MBD2 ctr	PRMT1 inh	LEDGF integ inh	TCR-CD3 inh	SIAE primary	TDP2 inh	DDE Tn7 FP inh	Tn6 DDE FP
Cc1ccc(C)c(-n2c(Cc3cc(=O)[nH]c(=O)[nH]3)nnc2SCC(=O)NCC2CCCO2)c1 (centres undefined)	3	0.0	2	5	-2	-1	-1	-3	7	0
CCc1cccc(CC)c1NC(=S)N1CCn2cccc2C1c1ccncc1 (centres undefined)	-6	1.1	2	-1	0	5	11	4	0	3
Cc1ccc(/C=c2\sc3n(c2=O)CN(c2ccc(Br)cc2)CN=3)o1	0	3.0	-5	36*	2	2	-1	12	0	8
CC(C)(C)n1ncc2c(=O)n(Cc3cc(F)c(Cl)cc3Cl)cnc21	1	0.6	-4	0	3	-2	-5	3	5	-2
CC(=O)Nc1ccc(NC(=O)CCn2c(=S)oc3ccccc32)cc1	0	0.1	0	-2	-3	4	4	7	-5	-5
CC(NS(=O)(=O)c1ccccc1)C(N)=O (centres undefined)	-3	0.0	1	1	2	-2	-1	1	2	3
CC(C)CC(=O)NCC(C)NC(=O)CC(C)C (centres undefined)	-4	1.0	2	-2	2	6	3	2	-1	6
CCC(=O)Nc1cc2nn(-c3ccc(OC)cc3)nc2cc1C	-2	6.5	-1	-3	0	-3	7	2	3	-3
COC(=O)CCNC(=O)Cc1c(C)n(C(=O)c2ccc(Cl)cc2)c2ccc(OC)cc12	5	0.4	-1	3	-1	3	-2	-1	-1	-9
CCC(C)NC(=O)Cn1nc(C(F)(F)F)c2c1CCCC2 (centres undefined)	-2	-1.0	-2	0	2	6	-1	8	2	-2
O=C(c1ccncc1F)N1CCC(n2nnc3ncccc32)CC1	0	0.4	-1	0	5	·	-4	3	0	-4
O=C(Nc1cccc([N+](=O)[O-])c1)C1C2/C=C\CCCCC21 (centres undefined)	-5	0.7	-2	-8	2	-1	6	-5	5	-5
COC(=O)C1=C(C)NC(C)=C(C(=O)OC)C1/C=C/c1ccccc1	-3	-0.5	-1	0	8	-1	13	-16	4	6
O=C(/C=C/c1ccc(Cl)cc1Cl)N1CCN(c2ccc([N+](=O)[O-])c(N3CCOCC3)c2)CC1	2	0.6	3	3	-1	1	1	-2	-5	5
CN1CCN(CCCNC(=O)c2ccc(/C=C3\Oc4ccccc4N(Cc4ccc(Cl)cc4)C3=O)cc2)CC1	-1	-240	-3	0	-2	-2	-4	10	6	-4
COc1ccccc1-n1cc(CN2CCN(CC(C)C)C(CCO)C2)cn1 (centres undefined)	-1	-0.6	4	3	1	2	-5	-7	-4	6
CCOC(=O)c1nccnc1C(=O)Nc1ccc(C(F)(F)F)cc1	4	0.0	5	8	-4	-9	-12	-18	8	3
CCC1CCCCN1CC(=O)c1c(C)[nH]c2cc(C)ccc12 (centres undefined)	-8	0.7	1	-3	0	1	-2	-18	-10	-3
O=S(=O)(c1ccc(NC(=S)NC2CCCC2)cc1)N1CCCC1	3	-0.1	2	0	7	0	-4	-12	3	-9
Cc1c(C(=O)N2CCN(c3ncccn3)CC2)oc2c(Cl)cccc12	0	0.4	-1	0	1	-4	-1	5	-1	13
O=C(NCCN=C1NS(=O)(=O)c2ccccc21)c1ccc(S(=O)(=O)N2CCOCC2)cc1	-2	0.8	-7	9	0	5	1	-6	4	-6
CCCCCCN1CCN(C2CN(Cc3cn(Cc4ccc(F)cc4)nn3)S(=O)(=O)C2)CC1 (centres undefined)	0	-0.3	9	-4	1	-4	5	-4	-3	7
CCOc1ccc(-c2nnc(-c3ccccc3)o2)cc1	0	-0.4	-3	-1	0	10	2	-2	7	5
CCOc1cc(/C=N/NC(=O)CN2CCCCC2)ccc1OCc1ccc(Cl)cc1	0	-0.2	3	-1	0	-1	4	-7	-11	-1
COc1cccc(NC(=O)C(C#N)Cc2ccncc2)c1 (centres undefined)	-1	-0.1	0	-5	0	-8	8	13	6	8
COC(OC)C1Nc2ccccc2C(=O)N1c1ccc(F)cc1 (centres undefined)	-1	6.2	-1	1	0	6	-3	-1	8	3
Cc1ccnc(NC(=S)N2CCC(Nc3cccc(C(F)(F)F)c3)CC2)c1	-3	·	2	10	2	·	2	6	0	6
CCN(CC(=O)Nc1ccccc1C(F)(F)F)C(=O)c1ccc(-n2nc(C)c(CCC(=O)OC)c2C)cc1	6	-0.3	4	4	2	-5	5	3	3	-6
O=C(c1cccc(Oc2ccccc2)c1)N1CCOCC1	-5	0.1	1	5	-1	0	2	10	2	-4
Cc1cc(Nc2ccc([N+](=O)[O-])cc2)c2ccccc2n1	-3	-0.4	-1	2	0	-1	-1	2	1	-2
C=CCNC(=O)c1cccc2c1C(=O)c1ccc(N3CCCC3)cc1S2(=O)=O	-28	-0.1	-24	7	1	3	-16	0	-9	1
COc1ccc(N2CCN(Cc3nc4cc(Cl)ccc4c(=O)[nH]3)CC2)cc1	-7	0.2	2	-4	1	0	10	-12	2	2
COc1ccc(O)c(/C=N/N=C2/C(=O)Nc3ccccc32)c1	-9	-0.9	-10	-6	3	-8	8	-2	2	-2
COCCN1CCN(C(=O)c2cc(COc3ccc(F)c(F)c3)on2)CC1	-1	0.0	3	-4	-1	-1	-4	4	-3	1
O=C(N/N=C\c1ccc([N+](=O)[O-])s1)c1cncc(Br)c1	-5	0.2	2	-2	-4	-2	-6	4	-1	13
C#C[C@]1(O)CC[C@H]2[C@@H]3CCC4=Cc5oncc5C[C@]4(C)[C@H]3CC[C@@]21C	2	0.6	2	1	-3	-9	-1	2	-2	0
Cc1ccc(-n2nc3c(=O)n(C(C)C(=O)NCCC4=CCCCC4)nc(C)c3c2C)cc1 (centres undefined)	3	0.7	3	4	1	-1	4	-4	7	4
CC1CC(C)CN(CC(O)COc2ccc3c(c2)CCC3)C1 (centres undefined)	-8	-0.3	-1	-4	5	3	8	-9	-8	2
Cc1ccccc1C(=O)NCC(=O)OC(C)C(=O)NCc1ccco1 (centres undefined)	-5	1.0	0	-5	2	3	0	-8	-9	-3
COc1ccccc1-c1cc2nc(C)c(CCC(=O)NCc3ccc(F)cc3)c(C)n2n1	3	-2.8	-3	-1	-2	11	-8	0	7	-3

Record cards, from the list above. Values in the order: MBD2 DNA inh	proKLK7 act	UHRF1 MBD2 ctr	PRMT1 inh	LEDGF integ inh	TCR-CD3 inh	SIAE primary	TDP2 inh	DDE Tn7 FP inh	Tn6 DDE FP
O=C(N/N=C\c1ccc([N+](=O)[O-])s1)c1cncc(Br)c1 is entered as -5	0.2	2	-2	-4	-2	-6	4	-1	13
Cc1cc(Nc2ccc([N+](=O)[O-])cc2)c2ccccc2n1 is entered as -3	-0.4	-1	2	0	-1	-1	2	1	-2
Cc1ccc(-n2nc3c(=O)n(C(C)C(=O)NCCC4=CCCCC4)nc(C)c3c2C)cc1 (centres undefined) is entered as 3	0.7	3	4	1	-1	4	-4	7	4
CC(NS(=O)(=O)c1ccccc1)C(N)=O (centres undefined) is entered as -3	0.0	1	1	2	-2	-1	1	2	3

Continuation.
SMILES	MBD2 DNA inh	proKLK7 act	UHRF1 MBD2 ctr	PRMT1 inh	LEDGF integ inh	TCR-CD3 inh	SIAE primary	TDP2 inh	DDE Tn7 FP inh	Tn6 DDE FP
COCCN(C(=O)c1ccccc1F)c1c(N)n(Cc2ccccc2)c(=O)[nH]c1=O	-2	-0.3	1	-4	7	6	-8	-11	-4	0
COc1ccc(Oc2c(C)oc3c(CN(C)C)c(O)ccc3c2=O)cc1	0	14*	-3	-2	-4	8	-3	-5	-1	5
Cc1cccc(NC(=O)CSc2nnc(-c3ccccc3)n2N)c1C	-7	-0.3	1	-2	1	3	-1	8	10	9
CN(C)c1ccc(NC(=O)Nc2ccc3c(c2)c(=O)n(C)n3Cc2ccc(Cl)cc2)cc1	-7	6.7	-3	15	3	-2	27*	-3	1	1
COc1ccc(/C=N/NC2=NS(=O)(=O)c3ccccc32)cc1OC	-1	-1.3	0	1	-4	5	8	4	9	5
NS(=O)(=O)c1ccc(CNC(=O)c2cc(=O)c3cc(Cl)ccc3o2)cc1	-2	-0.2	-1	-5	4	-4	-4	-11	-3	-12
CCCn1c(=N)n(CC(=O)C(C)(C)C)c2ccccc21	-1	-0.3	-2	0	1	1	0	-10	6	8
CC(C)N1C(=O)CCC1C(=O)N1CCC(Cc2ccccc2)CC1 (centres undefined)	0	-0.3	3	5	-4	-10	-3	-10	1	-10
Cc1ccc(/C(N)=N/OC(=O)c2cccc(Cn3cc(C(F)(F)F)ccc3=O)c2)cc1	4	0.3	3	3	-4	-3	-3	0	8	6
Cc1nc(N)nc(N)c1-c1ccc([N+](=O)[O-])cc1	4	-0.5	1	0	0	-8	-1	11	-4	-2
O=c1c(-c2ccc(Cl)cc2)c[nH]n1-c1ccccc1	-7	-0.2	-4	1	-6	-4	7	-14	6	-1
Cc1cc(Cl)ccc1OCC(=O)NC(=S)Nc1ccc(Cl)cn1	-2	-0.3	3	-1	3	0	1	-5	-1	-1
O=C(O)CCC(=O)c1ccc2c(c1)CCCC2	3	0.0	-3	0	3	-1	-9	7	4	3
O=C(Nc1cccc(C(=O)O)c1)/C(=C\c1cccc([N+](=O)[O-])c1)NC(=O)c1ccc(Br)cc1	-3	0.0	0	0	0	1	-2	3	-1	1
CC(C)NC(=O)COC(=O)c1ccc(NS(=O)(=O)c2ccc3c(c2)OCCO3)cc1	-2	-0.5	-1	2	0	4	-12	-4	7	-2
CCN(CC)CCNC(=O)C1(O)c2cc(Br)ccc2NC(=O)N1c1cccc(OC)c1 (centres undefined)	1	0.4	0	-1	0	-1	3	-2	-4	3
COc1ccc(CNC(=O)CCS(=O)(=O)c2cc3c(cc2Cl)NC(=O)CO3)cc1	-2	-0.1	-4	-4	-4	3	-1	-8	0	2
COc1ccc(-c2cc3nc4n(c(=O)c3s2)CCCCC4)cc1	1	-4.5	4	6	-2	-8	-8	3	11	-8
O=C(O)c1cc(-c2ccccc2)nn1CC1CC(c2cccnc2)=NO1 (centres undefined)	-2	0.1	3	-1	-1	0	-2	13	2	7
CC(=O)/C(N=Nc1ccc(C(=O)O)cc1)=C(\C)O	-2	0.5	0	1	-1	1	-5	-15	-3	7
Cc1cc(Cl)ccc1OCC(=O)Nc1ccccc1C(=O)N1CCOCC1	-2	0.2	1	0	2	6	-3	-15	10	3
COc1ccc(-c2cc3c(=O)n(CC(=O)N4CCCCC4)ncn3n2)cc1	0	0.5	0	-1	3	-1	-6	-9	-7	-6
O=C(Oc1ccc(Br)cc1)C1CC(=O)N(c2ccc(F)cc2)C1 (centres undefined)	-1	0.1	3	0	0	4	-2	2	1	3
CCCc1ccc(OCC(=O)NNC(=O)c2cccnc2)cc1	-1	1.1	3	1	-2	-6	1	2	4	5
CC(C)(C)c1ccc(OCCC(=O)OCC(=O)NC2CCS(=O)(=O)C2)cc1 (centres undefined)	-1	-0.8	3	-3	4	-5	-4	-23	2	-4
